Compound activity from PubChem.
MPTP inh: mitochondrial permeability transition pore inhibitors, primary screen, biochemical, isolated mouse mitochondria, absorbance; Ca2+ swelling absorbance, 30 min; inhibition, % at 10 µM; 360,000 tested, 1.4% active; AID 602449, 2012;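 active = inhibition of 50% or more, scaled per plate between neutral and stimulator controls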;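 note: 0% = DMSO wells given calcium and 100% = 1 mM EGTA wells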
A3A deaminase: APOBEC3A ssDNA deaminase inhibitors, primary screen, selectivity assay for APOBEC3G inhibitor project, biochemical, FAM/TAMRA oligo cleavage fluorescence; recombinant A3A, FAM/TAMRA ssDNA deamination fluorescence; inhibition, % at 20 µM; 330,000 tested, 0.41% active; AID 493011, 2011;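 active = at least 40% inhibition at 20 µM here, with at most 30% in a related deaminase screen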;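 note: plate controls were A3A with DMSO for no effect and wells lacking A3A enzyme for full effect; some results filed as inactive read as strong as hits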
Target sequence (P31941 whole entry, looked up): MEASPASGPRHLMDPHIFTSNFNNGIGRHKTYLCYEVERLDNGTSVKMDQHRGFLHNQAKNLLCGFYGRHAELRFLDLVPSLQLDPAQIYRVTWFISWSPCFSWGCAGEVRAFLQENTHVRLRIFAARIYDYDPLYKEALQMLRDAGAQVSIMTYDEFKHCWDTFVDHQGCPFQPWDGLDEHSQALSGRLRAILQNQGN
mIAP block: inhibitors of mouse IAP, primary screen, biochemical, luminescence, uHTS. inhibition, % at 10 µM. AID 2806, 2010. purified mouse IAP, CDP-Star luminescence, 30 min. 330,000 tested, 0.2% active;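 active = inhibition of at least 40% at 10 µM in the primary screen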;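 note: plate controls were DMSO with enzyme for no effect and no enzyme wells for full effect; values of inactives mirror those of a sister screen read the other way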
A3G deaminase: APOBEC3G DNA deaminase inhibitors, primary screen, biochemical, fluorescence, single-stranded DNA substrate, uHTS. DNA dC->dU-editing enzyme APOBEC-3G (Homo sapiens), Q9HC16. recombinant A3G, ssDNA deamination FAM/TAMRA fluorescence. inhibition, % at 20 µM. 330,000 tested, 0.28% active. AID 493012, 2011;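 active = inhibition of at least 40% at 20 µM, with no more than 30% in the related APOBEC3A deaminase screen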;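 note: plate controls were DMSO wells with A3G for no effect and wells lacking A3G enzyme for full effect; some compounds called inactive have numbers as strong as hits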
Target sequence (Q9HC16 whole entry, looked up): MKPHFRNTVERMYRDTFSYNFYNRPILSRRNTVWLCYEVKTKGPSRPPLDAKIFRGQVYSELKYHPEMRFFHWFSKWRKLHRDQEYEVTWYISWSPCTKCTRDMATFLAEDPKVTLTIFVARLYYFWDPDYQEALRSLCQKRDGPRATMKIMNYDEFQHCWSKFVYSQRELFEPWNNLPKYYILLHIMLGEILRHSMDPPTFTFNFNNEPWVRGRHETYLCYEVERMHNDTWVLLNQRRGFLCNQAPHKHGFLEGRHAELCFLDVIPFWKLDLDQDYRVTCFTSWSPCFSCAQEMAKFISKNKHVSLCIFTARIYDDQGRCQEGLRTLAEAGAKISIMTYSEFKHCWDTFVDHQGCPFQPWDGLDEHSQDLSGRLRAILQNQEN
hIAP activ: human IAP activators, primary screen, biochemical, luminescence, uHTS; 330,000 tested, 0.16% active; purified human IAP, CDP-Star luminescence, 30 min; stronger effect = higher value; 1 = vehicle-only enzyme, 0 = enzyme-free background; Intestinal-type alkaline phosphatase (Homo sapiens), P09923; AID 2524, 2010; activation factor at 10 µM;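 active = activation factor of the enzyme at least 2-fold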; note: the source names both 10 and 20 µM as test concentration; values of inactives mirror those of a sister screen read the other way
Target sequence (P09923 whole entry, looked up): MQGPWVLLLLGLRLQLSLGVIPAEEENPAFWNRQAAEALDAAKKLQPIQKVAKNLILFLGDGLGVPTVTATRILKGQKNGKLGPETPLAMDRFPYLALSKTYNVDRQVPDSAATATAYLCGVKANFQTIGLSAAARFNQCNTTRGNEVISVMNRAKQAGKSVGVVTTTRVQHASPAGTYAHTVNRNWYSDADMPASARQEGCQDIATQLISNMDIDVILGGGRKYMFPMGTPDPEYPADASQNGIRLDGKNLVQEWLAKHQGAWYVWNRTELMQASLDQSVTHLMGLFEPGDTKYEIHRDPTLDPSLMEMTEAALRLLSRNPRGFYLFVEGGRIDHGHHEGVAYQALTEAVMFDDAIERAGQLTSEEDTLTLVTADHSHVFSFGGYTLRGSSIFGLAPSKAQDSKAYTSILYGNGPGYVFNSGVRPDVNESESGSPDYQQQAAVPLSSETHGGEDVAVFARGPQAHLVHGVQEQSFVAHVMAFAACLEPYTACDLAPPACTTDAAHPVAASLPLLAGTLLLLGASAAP
NR3A LBD binder: binders of NR3A ligand-binding domain, primary screen, biophysical, differential scanning fluorimetry, uHTS. Tm shift relative to glycine control, % at 25 µM. 340,000 tested, 2.5% active. Glutamate receptor ionotropic, NMDA 3A (GRIN3A) ligand-binding domain. NR3A LBD differential scanning fluorimetry, Tm shift; 0% = protein alone, 100% = glycine-bound protein. AID 1259313, 2017;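 active = melting temperature shift of at least 10% of the positive control shift, at one fixed dose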
mIAP act: activators of mouse IAP, primary screen, biochemical, luminescence, uHTS | intestinal alkaline phosphatase [Mus musculus] | muIAP, CDP-Star luminescence, 30 min; stronger effect = higher value; 1 = vehicle-only enzyme signal, 0 = enzyme-free wells | activation factor at 10 µM | 330,000 tested, 0.24% active;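 active = activation factor of at least 2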; note: the source names both 10 and 20 µM as test concentration; values of inactives mirror those of a sister screen read the other way
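System: Mouse IAP enzyme | Also added: CDP-Star substrate | Dosing: Compounds dispensed in DMSO | Schedule: 30 min enzyme-substrate-compound incubation at room temperature | Technique: Chemiluminescence readout | Control set: DMSO-only wells and no-enzyme negative control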
MIN6 prolif: inducers of MIN6 beta-cell proliferation, primary screen, ATP luminescence, uHTS | MIN6 cells proliferation, ATPlite luminescence, 48 h; cells starved in 0.2% serum; 100% = growth in 10% serum | proliferation, % at 10 µM | 330,000 tested, 0.29% active;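 active = compounds whose signal lies at least 3.5 SD above the mean of all wells on their plate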;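 note: 0% = DMSO-treated cells in low-serum medium and 100% = 10% serum control; some compounds called inactive have numbers as strong as hits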
hIAP inh: human IAP inhibitors, primary screen, biochemical, luminescence, uHTS. Intestinal-type alkaline phosphatase (Homo sapiens), P09923. purified IAP, CDP-Star luminescence, 30 min. inhibition, % at 10 µM. 330,000 tested, 0.12% active;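 active = inhibition reaching a set limit with compound at 10 µM in the primary screen, cut at about 35% in these data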;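 note: plate controls were DMSO wells with enzyme for no effect and no-enzyme buffer wells for full effect; values of inactives mirror those of a sister screen read the other way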
* marks the source's active call; other numbers are inactive results.

SMILES	MPTP inh	A3A deaminase	mIAP block	A3G deaminase	hIAP activ	NR3A LBD binder	mIAP act	MIN6 prolif	hIAP inh
Clc1cccc(Cl)c1COc1ccccc1CNn1cnnc1	-0.4	-7	-10	-9	1	-1	1.1	-2	-4
CCOC(=O)c1cn(CC2CC2)c2cc(F)c(F)cc2c1=O	-0.8	-2	7	-5	1	-1	0.93	-1	-4
CCOCCCNS(=O)(=O)c1ccc(NC(=O)C2CC(=O)N(c3ccc(C)cc3)C2)cc1 (stereo unspecified)	-0.2	-3	0	-6	1	-2	1	-2	-2
COC(=O)CC1(C(=O)OC)Oc2ccc(Br)cc2C(=O)N1c1cccc(Cl)c1Cl (stereo unspecified)	5.2	2	16	1	0.8	3	0.83	-2	20
CCCn1c(=N)c(S(=O)(=O)c2ccccc2)cc2c(=O)n3ccccc3nc21	2.2	0	3	-8	1	-1	0.97	2	-4
CC(C)(C)Cc1nnc(NC(=O)c2ccco2)s1	-0.1	2	2	-3	0.96	-1	0.98	-4	4
CCOC(=O)c1c(CN2CCCCC2)n(C)c2ccc(OC)c(S(=O)(=O)c3ccccc3)c12	-2.4	-2	-6	-1	1.1	2	1.1	-3	-10
CN(C(=O)C1CCOC1)c1nnc(-c2ccccn2)s1 (stereo unspecified)	-2.5	-3	1	-2	0.97	0	0.99	-1	3
COc1ccc([C@H]2CC(=O)C=C(c3cc(Cl)ccc3C)C2)cc1	-0.8	1	6	-2	1	1	0.94	-6	-2
Cc1nn(-c2ccccc2)c(N)c1N=Nc1ccc(Cl)cc1	4.8	-2	14	-7	1	4	0.85	2	0
N/C(=N\OC(=O)/C=C/c1ccccc1Cl)c1cccnc1	2.4	3	2	1	1	-4	0.98	-3	-4
C[C@H](NC(=O)c1nc[nH]c1C(=O)NCc1ccc(CNC(=O)OC(C)(C)C)cc1)C(=O)OCc1ccccc1	-0.2	-2	-9	-7	1.6	-10	1.1	-6	-56
C#CCSc1nc(N)c2c(n1)OC(N)=C(C#N)C2c1cccnc1 (stereo unspecified)	-0.4	-1	0	-7	0.99	3	0.99	-4	1
CCCN1CCN(c2nc3c([nH]2)c(=N)ncn3CC(O)CO)CC1 (stereo unspecified)	-0.4	1	3	0	0.96	1	0.97	-2	4
FC(F)(F)c1ccccc1CN1CCC(Cc2ccccc2)CC1	0.6	-5	4	-9	1.1	0	0.96	-1	-11
CN=C1SC(CC(=O)Nc2ccccc2F)C(=O)N1/N=C/c1ccc(O)c(OC)c1 (stereo unspecified)	0.0	-5	-3	-8	1	1	1	0	-1
CCOc1ccc(Cl)cc1S(=O)(=O)N1CCN(c2ccc(C)c(C)c2)CC1	6.7	2	5	-1	1	0	0.95	-3	-3
C=Cn1c(N2CCOCC2)nc2c1c(=O)[nH]c(=O)n2C	0.9	-3	1	-6	1	0	0.99	0	-3
O=C(O)C1NCCc2ccccc21 (stereo unspecified)	0.2	-3	-11	-7	0.99	0	1.1	-1	1
O=C(Oc1ccc2ccc(=O)oc2c1)c1ccco1	-2.2	-4	5	-6	1	1	0.95	3	-2
Cc1cc(C)cc(C(=O)OCC(=O)NCc2cccs2)c1	0.7	1	-1	2	0.95	1	1	-1	4
C=CCn1c(C)cc(C(=O)COC(=O)c2cncc(Br)c2)c1C	-1.5	-3	-2	-8	0.94	1	1	0	6
C[C@H](CO)N1C[C@H](C)[C@@H](CN(C)S(=O)(=O)c2ccc(F)cc2)Oc2c(NC(=O)Nc3ccc4c(c3)OCO4)cccc2C1=O	-0.1	2	-36	-4	1.1	-12	1.4	-5	-14
C/C=C/c1ccc(OCC(=O)N(C)CC(=O)Nc2ccc(F)cc2)c(OC)c1	-1.4	-3	5	-12	1	1	0.95	0	-5
COc1ccc(S(=O)(=O)n2cnc3ccccc32)cc1	-0.8	-4	0	-4	1.1	0	1	0	-12
CCOC(=O)C1CCN(Cc2ccc(OCc3ccccc3)cc2)CC1	7.8	-3	-2	-7	1	4	1	-3	-4
COc1cccc(C(=O)Nc2ccc3c(C)cc(=O)oc3c2)c1	1.5	-4	0	-7	0.98	10	1	-4	2
O=C(NCc1cccs1)C1CCCN1S(=O)(=O)c1ccccc1F (stereo unspecified)	1.1	-4	-17	-10	1.1	0	1.2	0	-12
CCOc1ccc(S(=O)(=O)N(CC(=O)NC2CCCCC2C)Cc2ccco2)cc1 (stereo unspecified)	0.8	-1	-10	-7	0.9	3	1.1	-2	10
COCc1ccc(C(=O)N2CCCC(Nc3ccc4c(c3)OCCO4)C2)o1 (stereo unspecified)	0.8	-6	4	-6	1	-1	0.96	-1	-3
O=C(COc1ccc2c3c(c(=O)oc2c1)CCC3)NC1CCN(Cc2ccccc2)CC1	1.7	-1	-4	-6	1.1	1	1	4	-11
CN(C)c1ccc(C(=O)N2CCN(C(=O)C3CCCO3)CC2)cc1 (stereo unspecified)	0.7	-1	5	-3	1.1	0	0.95	-1	-11
O=C(c1ccc2c(c1)OCO2)N1CCCN(C(=O)c2ccc3c(c2)OCO3)CC1	0.0	-3	5	-5	0.89	-1	0.95	-1	11
Cn1cc(S(=O)(=O)N2CCN(c3ccccc3F)CC2)c(=O)n(C)c1=O	-1.2	1	-9	1	0.96	5	1.1	-4	4
O=C(NCc1ccncc1)C1CCN(C(=O)c2cccc(Cl)c2)CC1	0.5	-2	8	-6	1	-2	0.92	0	-4
CCCCC[C@H]1CN(CCCC)C(=O)[C@@H]1CC(=O)NCc1ccc(OC)cc1	-1.5	2	-20	-1	0.91	-4	1.2	-2	9
CC1=C(C(=O)Nc2nc3ccccc3s2)C(c2ccco2)C(C#N)=C(SCC(=O)NC2CCCCC2)N1 (stereo unspecified)	4.6	1	1	-3	1.1	-4	0.99	0	-14
Cc1ccc(CN2CCSc3ccc(C(=O)NCCCN4CCN(C)CC4)cc32)cc1	-2.8	-3	-7	-8	1.3	3	1.1	-3	-35
CCOc1nc(CC(C)C)c2c(c1C#N)CC(C)(C)OC2	-0.1	-2	-10	-5	1	-2	1.1	2	0
CCOC(=O)CSc1nc2c(sc(=S)n2-c2ccccc2OC)c(=O)n1Cc1ccco1	3.2	0	17	-1	0.89	19*	0.83	-4	11
O=C(NCC1CCCO1)c1ccc(N2C(=O)C3CCCCC3C2=O)cc1 (stereo unspecified)	-1.0	-2	0	-8	0.99	-3	0.99	0	1
CC(=O)c1ccc(OC(=O)CN2C(=O)c3ccccc3C2=O)cc1	0.1	-3	9	-9	0.94	1	0.91	-2	6
CCOc1ccccc1N(C(=O)c1ccccc1Cl)C1=NC(C)(C)CS1	-2.7	-1	-6	-5	1	0	1.1	-4	-2
COc1ccc(NC(=O)CCS(=O)(=O)c2ccc(Cl)cc2)cc1	0.0	0	-12	-1	1.1	1	1.1	7	-7
Cn1nc(C(=O)N2CCc3ccccc3C2)c2ccccc2c1=O	1.4	-5	-2	-7	0.97	-4	1	3	3
COc1ccc(-c2sc3ccc(N4CCOCC4)cc3c2C#CCO)cc1	0.7	8	-2	-2	0.98	-13	1	-6	2
O=c1cc(-c2ccc([N+](=O)[O-])cc2)nc2cc(-c3ccc(F)cc3)[nH]n12	89*	-2	15	-5	1.1	7	0.85	-3	-10
O=C(c1cccc(NS(=O)(=O)c2cccc([N+](=O)[O-])c2)c1)N1CCOCC1	-1.7	0	2	-2	0.98	1	0.98	-1	2
CCOC(=O)C1=C(CC)NC2=C(C(=O)CCC2)C1c1ccc(OC)c(OC)c1 (stereo unspecified)	-10	-4	-12	-3	0.95	0	1.1	-1	5
COc1ccc(CNC(=O)C2(CC3CC(c4ccccc4)=NO3)CCN(C(=O)C3CCCC3)CC2)cc1 (stereo unspecified)	-2.3	-3	-8	-7	0.91	2	1.1	-2	9

Part of the list above, field by field.
SMILES: O=C(NCC1CCCO1)c1ccc(N2C(=O)C3CCCCC3C2=O)cc1 (stereo unspecified)
  MPTP inh: -1.0	A3A deaminase: -2	mIAP block: 0	A3G deaminase: -8	hIAP activ: 0.99	NR3A LBD binder: -3	mIAP act: 0.99	MIN6 prolif: 0	hIAP inh: 1

SMILES: CC(=O)c1ccc(OC(=O)CN2C(=O)c3ccccc3C2=O)cc1
  MPTP inh: 0.1	A3A deaminase: -3	mIAP block: 9	A3G deaminase: -9	hIAP activ: 0.94	NR3A LBD binder: 1	mIAP act: 0.91	MIN6 prolif: -2	hIAP inh: 6

SMILES: CCOc1ccccc1N(C(=O)c1ccccc1Cl)C1=NC(C)(C)CS1
  MPTP inh: -2.7	A3A deaminase: -1	mIAP block: -6	A3G deaminase: -5	hIAP activ: 1	NR3A LBD binder: 0	mIAP act: 1.1	MIN6 prolif: -4	hIAP inh: -2

More structures.
SMILES	MPTP inh	A3A deaminase	mIAP block	A3G deaminase	hIAP activ	NR3A LBD binder	mIAP act	MIN6 prolif	hIAP inh
Cc1oc(-c2cccc(Cl)c2)nc1CS(=O)(=O)CC(=O)NC1CCCC1	-0.5	-1	-1	0	1.2	0	1	1	-16
CS(=O)(=O)Nc1ccc(C2=NN(S(=O)(=O)c3ccccc3)C(c3cccs3)C2)cc1 (stereo unspecified)	3.8	0	-2	1	1.1	-7	1	-2	-12
Cn1ccsc1=NC(=O)c1ccc(=O)[nH]c1	-1.6	59*	-3	18	1.1	2	1	6	-8
CC1CCN(c2ccc(C(=O)OCC(=O)NCCN3C(=O)CSC3=O)cc2[N+](=O)[O-])CC1	19	-2	-2	-6	1	2	1	0	-4
COc1cccc(C2=CC(=O)CCC2)c1	0.3	-3	6	-9	0.98	-3	0.94	1	2
COc1cc(CC(=O)OCC(=O)NC2CCCCCC2)cc(OC)c1OC	-0.8	3	-6	15	1.1	-1	1.1	2	-7
S=C(NCc1ccc2c(c1)OCO2)NC1CCN(Cc2ccccc2)CC1	74*	-4	-33	0	1.1	0	1.3	-1	-13
O=C(CSc1nnc(-c2cccnc2)o1)OC1CCCCC1	1.0	-4	2	-3	0.91	2	0.98	-1	9
COc1ccc(C(=O)c2ccccc2)cc1	-0.4	1	11	-5	1.1	-1	0.89	-1	-7
O=C(Nc1cccnc1)c1cc(F)c(F)cc1Cl	-2.0	1	7	-2	0.99	-1	0.93	1	1
COc1ccccc1CCC(=O)Nc1ncc(C)s1	0.4	-2	4	-4	1	0	0.96	2	-4
Cc1ccccc1CNC(=O)CCc1ccccc1	-0.5	5	-7	-4	1.1	-1	1.1	0	-8
O=C1CCCN1S(=O)(=O)c1ccc(F)cc1	-0.4	1	6	-6	1.1	0	0.94	-3	-11
COc1cc(C(=O)N/N=C/c2sc(=O)n(-c3ccccc3)c2Cl)cc(OC)c1OC	-0.6	-1	7	-1	1.1	-4	0.93	3	-11
COC(=O)c1ccc(COc2nc(C)cc(C)c2C#N)o1	-0.9	5	-13	1	1.2	1	1.1	3	-20
Cc1nc(C)c(C(=O)N(c2ccc(C)c(C)c2)C(C(=O)NCc2ccco2)c2ccccc2)s1 (stereo unspecified)	-0.7	3	-5	11	0.86	0	1.1	2	14

Rows were taken by chance; 5% or so of the library scored in one or more.
